# From PubChem
# CRFBP-R2 block: antagonists of CRF-binding protein/CRF-R2 receptor complex; HEK293 CRF-R2/CRF-BP, CRF-induced calcium fluorescence; inhibition, % at 11.8 µM; hit rate 0.59% among 350,000; AID 588475;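 active = inhibition of the ligand-induced calcium signal above about 50% at the single tested concentration, limit read from the data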
# M5 ag: CHRM5 agonism in calcium assay; P08912; CHO-K1 hM5 cells, Fluo-8 calcium fluorescence; 0% DMSO wells, 100% maximal acetylcholine response; activation, % at 3 µM; hit rate 0.19% among 360,000; AID 624037;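 active = activation above the run's mean over test compounds plus 3 SD, cut at about 23% in these data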;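 also: signal is peak over basal fluorescence ratio across the kinetic read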
# Target sequence (P08912 whole entry, looked up): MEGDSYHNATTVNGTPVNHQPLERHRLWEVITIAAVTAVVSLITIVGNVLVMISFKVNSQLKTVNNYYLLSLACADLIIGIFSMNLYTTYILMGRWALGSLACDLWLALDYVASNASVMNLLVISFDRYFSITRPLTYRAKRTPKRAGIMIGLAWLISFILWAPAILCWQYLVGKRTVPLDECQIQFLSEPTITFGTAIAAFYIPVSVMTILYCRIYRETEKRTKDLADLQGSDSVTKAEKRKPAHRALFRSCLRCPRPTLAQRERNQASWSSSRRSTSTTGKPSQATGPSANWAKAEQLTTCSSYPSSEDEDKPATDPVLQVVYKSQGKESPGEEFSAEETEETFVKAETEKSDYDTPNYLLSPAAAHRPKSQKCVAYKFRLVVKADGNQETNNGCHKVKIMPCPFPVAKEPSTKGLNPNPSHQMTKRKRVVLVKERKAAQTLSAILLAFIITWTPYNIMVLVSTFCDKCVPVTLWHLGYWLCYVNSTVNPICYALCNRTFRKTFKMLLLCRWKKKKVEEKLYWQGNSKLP
# CHRM4 antagonist: blocks acetylcholine activation of human M4 receptor; P08173; CHO-hM4 cells, ACh EC80, Fluo-8 calcium fluorescence; inhibition, % at 3 µM; hit rate 0.73% among 360,000; AID 624125;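 active = inhibition above its plate's cutoff, the mean inhibition of sample wells plus 3 SD, cut at about 27% in these data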;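 also: 0% = acetylcholine EC80 with DMSO and 100% = DMSO without agonist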
# Target sequence (P08173 whole entry, looked up): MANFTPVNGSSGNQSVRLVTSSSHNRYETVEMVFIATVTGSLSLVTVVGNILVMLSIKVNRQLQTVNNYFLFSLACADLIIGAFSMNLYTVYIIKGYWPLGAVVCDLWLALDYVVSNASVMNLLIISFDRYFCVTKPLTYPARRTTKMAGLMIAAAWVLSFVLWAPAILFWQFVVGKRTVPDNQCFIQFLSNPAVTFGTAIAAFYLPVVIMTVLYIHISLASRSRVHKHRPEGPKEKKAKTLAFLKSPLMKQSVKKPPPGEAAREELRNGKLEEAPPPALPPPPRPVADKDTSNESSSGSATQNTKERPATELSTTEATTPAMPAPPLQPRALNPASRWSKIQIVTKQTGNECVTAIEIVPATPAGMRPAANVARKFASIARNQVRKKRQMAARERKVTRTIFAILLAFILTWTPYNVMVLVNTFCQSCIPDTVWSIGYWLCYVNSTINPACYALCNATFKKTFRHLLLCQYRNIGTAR
# IDE inh: inhibitors of human insulin-degrading enzyme in cells; AID 434962; inhibition, % at 5.59 µM; HEK cells, FAbetaB cleavage, fluorescence polarization; hit rate 0.41% among 320,000;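 active = percent inhibition above the average of all tested compounds plus 3 SD, set per screening campaign, cut at about 16% in these data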;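 also: IDE supplied by intact live HEK cells; FP after avidin binding of uncleaved biotin substrate so inhibition keeps polarization high; 0% = DMSO wells and 100% = 60 µM reference IDE inhibitor Ii1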
# CHRM5 antagonist: antagonists of human muscarinic M5 receptor (CHRM5) | P08912 | CHO-hM5 cells, Fluo-8 calcium fluorescence, ACh EC80 | inhibition, % at 3 µM | hit rate 0.59% among 360,000;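 active = inhibition above a per-plate cutoff, the mean of that plate's test compounds plus 3 SD, cut at about 27% in these data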;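 also: 0% = acetylcholine EC80 with DMSO and 100% = DMSO without agonist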
# CRFBP-R2 agonist: CRF-BP/CRF-R2 complex agonism; AID 588473; hit rate 0.46% among 350,000; HEK293 CRF-R2/CRF-BP, calcium dye fluorescence (FLIPR); percent of saturating CRF peptide response; activation, % at 13.2 µM;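 active = activation of at least 50%, plus an integration ratio under a set limit after plate pattern correction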;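 also: plate controls were neutral control wells without compound for no effect and CRF at EC100 for full effect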
# M4 ag: agonists of human muscarinic M4 receptor (CHRM4); P08173; CHO-K1 hM4/Gqi5, Fluo-8 calcium fluorescence; vehicle 0%, full acetylcholine response 100%; activation, % at 3 µM; hit rate 0.14% among 360,000; AID 624127;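 active = activation above the run mean over all test wells plus 3 SD, cut at about 32% in these data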;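 also: peak over basal fluorescence ratio per well then scaled between controls; 0% = DMSO wells and 100% = acetylcholine at EC100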
# M5 PAM: CHRM5 positive allosteric modulation; P08912; CHO-K1 hM5, Fluo-8 calcium, ACh EC20 PAM; 0% = ACh EC20, 100% = ACh EC100; activation, % at 3 µM; hit rate 0.3% among 360,000;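 active = activation above the run cutoff, the mean activation of all test compounds plus 3 SD, cut at about 18% in these data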
#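 Assay system: CHO-K1 hM5 cells / Incubation: Fluo-8 loading 80 min at 37 °C plus 30 min room temperature / Technique: Fluo-8 calcium dye fluorescence, kinetic read / Repeats: single replicate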
# CHRM4 PAM: positive allosteric modulators of human muscarinic M4 receptor; CHO-K1 hM4/Gqi5, Fluo-8 calcium fluorescence, ACh EC20; 0% = ACh EC20, 100% = maximal ACh; activation, % at 3 µM; hit rate 0.4% among 360,000;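 active = activation above its plate's cutoff, the mean activation of sample wells plus 3 SD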; also: some results filed as inactive read as strong as hits
# * marks the source's active call; other numbers are inactive results; / = no result given.
SMILES	CRFBP-R2 block	M5 ag	CHRM4 antagonist	IDE inh	CHRM5 antagonist	CRFBP-R2 agonist	M4 ag	M5 PAM	CHRM4 PAM
CCOC(=O)c1cc(CC)sc1NC(=O)C1CC(=O)NN1Cc1ccccc1 (stereo unspecified)	-61	2	-5	0	-3	2.2	0	2	-1
CN(CC(=O)OCC(=O)NC(=O)c1cccn1C)S(=O)(=O)c1ccc(Cl)cc1	8	-5	-7	5	2	-1.2	5	1	3
COCCNC(=O)CSc1nnc(-c2ccc(C)cc2)c(-c2ccc(C)cc2)n1	-10	-3	2	2	6	-8.6	-1	0	5
CCNC(=S)N(CCc1c(C)[nH]c2ccc(C)cc12)Cc1ccco1	-16	-2	-11	1	0	-2.8	6	-3	-2
CCN(CC)S(=O)(=O)c1cccc(-c2nnc(SCCOc3ccccc3)o2)c1	4	-4	8	11	10	3.1	4	-8	-11
O=S(=O)(CC=CCS(=O)(=O)c1ccccc1)c1ccccc1	-4	2	1	/	4	-0.1	1	2	1
COc1ccc(/C=C(\C#N)C(=O)OCC(=O)NCc2ccccc2Cl)cc1	13	0	2	8	1	-0.3	1	4	-3
Nc1oc2ccc(F)cc2c(=O)c1C=O	-7	-1	6	9	2	-1.4	0	-1	2
CC(=NNc1ccc([N+](=O)[O-])cn1)c1ccccc1	-12	2	-4	/	8	0.6	1	0	0
CCOC(=O)N1CCN(C(=O)c2cc3cc(Br)ccc3oc2=O)CC1	4	-3	-6	7	-3	-1.9	2	2	-4
CCOc1ccc(NC(=O)C[n+]2ccc(N(C)C)cc2)cc1	11	-6	9	3	0	-7.1	1	5	-1
COCCN(C(=O)CNC(=O)c1ccco1)C(C(=O)NC1CCCC1)c1cccs1 (stereo unspecified)	-24	-5	2	3	7	-0.6	1	-11	2
Clc1ccccc1-c1ccc2ncnc(NCc3ccc4c(c3)OCO4)c2c1	4	-5	-3	0	5	0.9	1	-6	-6
CCCc1cc(=O)oc2c(C)c(OCC(=O)N3CCC(C(=O)O)CC3)ccc12	-2	2	-6	0	2	2.0	0	0	9
CSc1ccc(CN2CCC2(C)C(=O)Nc2ccc3c(c2)OCO3)cc1 (stereo unspecified)	/	0	-3	/	-2	/	0	2	0
CC(C)(C)C(=O)NC(=S)NCCc1ccccc1	51*	-5	-5	-4	-3	-0.3	2	-2	-6
C=CCn1c(SCC(=O)NC2CCS(=O)(=O)C2)nnc1-c1cc2c(s1)CCC(CC)C2 (stereo unspecified)	-5	-1	-2	7	-6	-1.1	0	6	9
CC(CNC(=O)c1ccccc1[N+](=O)[O-])NC(=O)c1ccccc1[N+](=O)[O-] (stereo unspecified)	-7	3	-3	0	-7	0.0	0	6	0
Cc1ccc(C2CCN(C(=S)Nc3cccc(C)c3)C2)cc1 (stereo unspecified)	-5	1	4	-2	-5	0.9	1	-7	-11
COc1ccc(-c2cc(C(=O)N3CC(C)CC(C)C3)c3ccccc3n2)cc1OC (stereo unspecified)	-6	-2	-9	5	-4	-0.7	14	-7	-1
CCOc1ccccc1C(=O)NCC(=O)Nc1ccc(-c2ccccc2)cc1	6	-3	3	5	15	-0.3	1	-5	-7
CCN(CC(=O)NCc1cccs1)CC(=O)Nc1cccc(S(N)(=O)=O)c1	4	1	-8	-4	8	1.6	0	2	11
CC1S/C(=N/N=C/c2ccco2)NC1=O (stereo unspecified)	-30	-1	-3	-3	-4	-1.1	0	1	14
CCOC(=O)c1c(C)[nH]c(C)c1C(=O)COC(=O)c1cc2ccccc2cc1O	-3	-3	11	2	10	1.2	7	-9	-12
COc1ccc(NC(=O)N(C)C[C@H]2Oc3c(NS(=O)(=O)c4ccc(F)cc4)cccc3C(=O)N([C@H](C)CO)C[C@@H]2C)cc1	20	0	-1	0	10	-3.2	1	-2	-1
Cc1ccc(NC(=O)CN2C(=O)N/C(=C/c3ccc4c(c3)OCCO4)C2=O)cc1	12	-2	8	1	-3	0.4	0	5	-2
C[C@]12c3[nH]c4ccccc4c3CCN1C(=O)C(CC(=O)NCCN1CCOCC1)C[C@@H]2C(=O)N1CCCCC1 (stereo partly specified)	15	0	-9	-2	-1	-0.5	1	2	10
CCCCn1c(N)c(N(CCOC)C(=O)C2CCN(S(=O)(=O)c3ccc(C)cc3)CC2)c(=O)[nH]c1=O	8	-5	-10	1	1	-1.0	0	4	7
COc1ccc(/C=N/NC(=O)CCn2nc(C)cc2C)cc1O	4	-2	5	-4	10	-0.6	1	1	14
COc1ccccc1NC(=O)c1sc2nc3n(c(=O)c2c1C)CCC3	-8	-1	2	2	-11	-0.8	0	13	9
Cc1cc(C)n(CCN(C)Cc2cn[nH]c2-c2ccc(F)cc2F)n1	0	0	0	-5	-1	-1.9	2	1	6
O=C(NCCCn1ccnc1)c1ccc(OCC(F)(F)F)cc1	6	-5	1	2	4	0.1	4	-4	-5
Cc1cc(F)ccc1NC(=O)c1cc(S(=O)(=O)N2CCc3ccccc32)cn1C	46	-1	0	-1	5	-0.9	1	-15	-9
CC(C)=CCC[C@](C)(O[C@@H]1O[C@H](CO[C@@H]2OC[C@@H](O)[C@H](O)[C@H]2O)[C@@H](O)[C@H](O)[C@H]1O)C1CC[C@]2(C)C1[C@H](O)CC1[C@@]3(C)CC[C@H](O[C@@H]4O[C@H](CO)[C@@H](O)[C@H](O)[C@H]4O)C(C)(C)C3CC[C@]12C (stereo partly specified)	-5	4	-1	6	4	9.8	0	8	9
CCCCCCCSc1nnc(N)s1	-5	0	1	1	8	-0.6	0	11	6
Cc1ccc(CNC(=O)c2ccc(NC(=O)C3=CSCCO3)cc2)cc1	2	-4	-10	3	4	-0.5	3	-4	3
Cc1ccc(OCc2cc(C(=O)N(C)CCc3ccccn3)no2)cn1	10	1	-3	1	-8	1.0	4	-6	-1
CC(C)(C)OC(=O)NCCc1nnc(SCc2ccccc2)o1	8	1	8	-2	1	-7.0	1	3	0
O=C(COC(=O)c1ccccc1NCCO)Nc1cccc(S(=O)(=O)NC2=NCCCCC2)c1	-4	-1	6	2	4	5.1	0	-1	5
O=C(Nc1ccc(SC(F)F)cc1)c1cc(-c2ccncc2)nc2ccccc12	-1	-3	-1	4	3	3.2	19	-12	-2
C=CCOc1cccc(CNCc2ccncc2)c1	4	2	0	/	-7	0.4	2	4	-1
COc1ccc(NC(=O)CCCNC(=O)Cn2cnc3sc(C)c(C)c3c2=O)cc1Cl	11	-2	-19	1	-6	4.4	1	3	3
Cc1ccccc1C(=O)Nc1cccc(C(=O)N/N=C/c2cc(Cl)cc([N+](=O)[O-])c2O)c1	26	-3	-4	-4	5	-1.7	1	-9	-3
COc1ccc(C2(C#N)CCC(=O)N2c2ccccc2)cc1 (stereo unspecified)	-2	-1	-8	5	12	-0.2	8	-6	0
COc1cc([N+](=O)[O-])cc(/C=N/NC(=O)c2cc(-c3ccccc3)nc3ccccc23)c1O	9	5	1	1	-2	-0.6	1	2	5
O=C(CN1C(=O)c2cccc3cccc1c23)NC1CCCC1	2	-1	-3	1	11	0.5	0	3	0
CCC(c1c(C)[nH]oc1=O)c1c(C)[nH]oc1=O	-11	1	-1	8	-3	4.3	1	9	5
CCOC(=O)[C@@H]1[C@H]2COc3cc(OC)ccc3[C@@H]2N2C(=O)N(c3ccc(F)cc3)C(=O)[C@]12C	-1	-4	-5	4	1	0.0	1	1	4
O=c1[nH]nc(CNc2ccc(O)cc2)c2ccccc12	-5	-4	0	0	-2	-2.7	2	-5	7
CCOc1ccc(C(=O)Nc2cccc3nsnc23)cc1[N+](=O)[O-]	-4	-2	1	1	16	-2.3	0	-9	-5
Cc1nnc(SCC(=O)Nc2cccc(Cl)c2)n1CC1CCCO1 (stereo unspecified)	1	0	-1	0	11	-0.9	0	6	2
CC1CN(C(=S)SCCN2C(=O)CCC2=O)CC(C)O1 (stereo unspecified)	-17	-5	2	7	-4	0.0	1	-3	6
CCOc1ccc(Oc2ccc(Cl)cc2NC(=O)C2=COCCO2)cc1	35	-2	-7	0	9	0.9	-1	-1	12
C=CCNC(=O)C1CCN(S(=O)(=O)c2ccc(Br)cc2)CC1	9	-2	0	1	-1	-1.9	1	-1	-1
Fc1ccc(CSc2nnc(-c3ccco3)o2)cc1	-3	-2	-11	4	12	-0.9	-1	-5	-8
CN(CCc1ccccn1)C(=O)CCC1CCCN(Cc2ccccc2OC(F)F)C1 (stereo unspecified)	27	-16	31*	1	-2	2.4	0	4	-20
Cc1c(C(N)=O)sc2ncn(CC(=O)OC(C)C)c(=O)c12	-12	-1	1	3	5	0.8	0	-7	0
C/[N+]([O-])=C1\Cc2ccccc2C1=O	6	-3	-6	4	0	-0.9	1	-2	0
COC(=O)c1ccc(Oc2cc(C)nc(-n3nc(C)cc3C)n2)cc1	6	-2	-10	-2	-8	-1.2	-1	-4	6
Cc1ccc(Cl)cc1-c1cc(C(=O)N2CCc3ccccc3C2)[nH]n1	/	-2	3	/	10	/	0	-1	-1

# Some of these compounds in order of molar mass, low to high:
SMILES	CRFBP-R2 block	M5 ag	CHRM4 antagonist	IDE inh	CHRM5 antagonist	CRFBP-R2 agonist	M4 ag	M5 PAM	CHRM4 PAM
O=C(NCCCn1ccnc1)c1ccc(OCC(F)(F)F)cc1	6	-5	1	2	4	0.1	4	-4	-5
Cc1ccc(Cl)cc1-c1cc(C(=O)N2CCc3ccccc3C2)[nH]n1	/	-2	3	/	10	/	0	-1	-1
CC(C)=CCC[C@](C)(O[C@@H]1O[C@H](CO[C@@H]2OC[C@@H](O)[C@H](O)[C@H]2O)[C@@H](O)[C@H](O)[C@H]1O)C1CC[C@]2(C)C1[C@H](O)CC1[C@@]3(C)CC[C@H](O[C@@H]4O[C@H](CO)[C@@H](O)[C@H](O)[C@H]4O)C(C)(C)C3CC[C@]12C (stereo partly specified)	-5	4	-1	6	4	9.8	0	8	9

# New compounds follow.
SMILES	CRFBP-R2 block	M5 ag	CHRM4 antagonist	IDE inh	CHRM5 antagonist	CRFBP-R2 agonist	M4 ag	M5 PAM	CHRM4 PAM
CC(CC12CC3CC(CC(C3)C1)C2)NCc1ccccc1O (stereo unspecified)	-27	7	7	1	4	-0.7	14	-3	-10
CCOC(=O)C1(CC2CC2)CCN(C(=O)c2cc(C)nc3ccc(CC)cc23)CC1	-5	2	1	-4	13	-3.4	10	-9	-9
Cc1ccc(C)c(CN2CCC(CNC(=O)Nc3ccc(Br)cc3F)CC2)c1	-28	0	6	/	-2	2.2	7	5	-12
COc1ccc(S(=O)(=O)Nc2ccc3c(c2)C(=O)N([C@@H](C)CO)C[C@@H](C)[C@H](CN(C)C(=O)CCCN(C)C)OCCCC[C@H](C)O3)cc1	-5	13	-13	/	4	0.8	0	1	2
Cc1ccc2nc(=O)c(NNc3ccccc3)cnc2c1	1	-2	-7	1	-8	-1.2	8	-7	-6
O=C(NC1CCN(c2ncccn2)CC1)c1ccccc1F	-2	-2	3	5	14	0.9	0	1	-1
Clc1ccc(Nc2ncn[nH]2)c(Cl)c1	20	0	0	7	7	-1.4	4	-2	0
CCOC(=O)c1c(CCl)nc2ccccc2c1-c1ccccc1	-11	1	2	-1	0	7.8	2	4	-9
Cc1cc(C)nc(SCCCn2c(=O)[nH]c3ccccc32)n1	-18	0	-3	9	8	-1.3	0	-4	0
CCOC(=O)C1=C(C)N=C2SCCC(=O)N2C1c1ccc(C(=O)OC)cc1 (stereo unspecified)	-18	-4	-5	-3	19	-1.6	0	-6	3
COc1ccc(NC(=O)c2cc3ccccc3[nH]2)cc1	8	2	0	0	13	-0.6	5	-5	-1
